Assay outcomes deposited in PubChem by National Center for Advancing Translational Sciences (NCATS).
HP1b binding inh – HP1-beta chromodomain-methylated histone interaction inhibition. P83916. AlphaScreen HP1-beta / biotin-H3K9me3 peptide binding. Potency, µM (titrated, usually from 114 µM), without a hit: at the top dose activity change, negative = inhibition, actives largely listed as inhibitors. 390,000 tested, 0.56% active; note: nearly all actives have a fitted effect of over 70% in size; inactives centre near 23
Target sequence (P83916 whole entry, looked up): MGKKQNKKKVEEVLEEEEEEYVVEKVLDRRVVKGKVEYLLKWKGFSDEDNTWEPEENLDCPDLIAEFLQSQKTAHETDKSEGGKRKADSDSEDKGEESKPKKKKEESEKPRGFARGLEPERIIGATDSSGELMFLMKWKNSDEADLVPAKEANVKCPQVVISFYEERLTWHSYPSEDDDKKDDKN
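AlphaScreen: HP1-beta (50 nM) preformed 30 min with biotin-H3(1-18)K9me3 peptide (50 nM) in PBS pH 7.4, 0.01% Tween-20. Compound added for 30 min at RT, then streptavidin donor/nickel chelate acceptor beads (10 ug/mL) for 30 min.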
PGK inhibitor – blocks T. brucei phosphoglycerate kinase | P07378 | PGK/GAPDH coupled, Kinase-Glo luminescence, 60 min | Potency, µM (top dose mostly 57.5 µM), inactives show at the highest dose activity change, negative = inhibition, hits mostly inhibitors | 380,000 tested, 0.043% active | AID 602233; note: % is set by controls: 0 for no effect and ±100 for the full control effect; nearly all actives have a fitted effect of over 60% in size
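Recombinant glycosomal PGK reaction used 1,3-bisphosphoglycerate generated in-well by GAPDH (100nM final) in 100mM TEA pH 7.6, 5mM MgCl2, 0.01% Tween-20. After 60 minutes at room temperature, ATP was read by Kinase-Glo Plus luminescence end-point.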
Pol iota inh – blocks human DNA polymerase iota activity; 390,000 tested, 1% active; Pol iota fluorescent replication assay, 10 min; Potency, µM (highest dose often 115 µM), for inactives: at the highest dose activity, negative = inhibition, actives largely listed as inhibitors; Q9UNA4
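Pol iota at 10 nM preincubated 15 min with compounds at room temperature; reaction started with fluorescent substrate, 50 nM final. Fluorescence read kinetically at 0 and 10 min; buffer-only wells as negative control.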
GLS inh – blocks human kidney-isoform glutaminase activity | O94925 | GLS enzymatic activity, qHTS titration | Potency, µM (highest dose often 45.5 µM), for inactives: at the top dose activity change, negative = inhibition, actives largely listed as inhibitors | 410,000 tested, 0.21% active | AID 624170; note: % is set by controls: 0 for no effect and ±100 for the full control effect
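hKGA in 45 mM KH2PO4 pH 8.2, 0.02% Tween-20 with pin-transferred compounds; 1 mM L-glutamine (stock) plus glutamate oxidase/HRP/Amplex Red coupling added. Fluorescence read initially and after 30 min at RT.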
Pin1 inh – blocks the human prolyl isomerase Pin1; 390,000 tested, 0.009% active; Potency, µM (doses to about 115 µM), without a hit: at the highest dose activity, negative = inhibition, hits mostly inhibitors; Pin1 FP peptide displacement, HiFluor488, 10 min; Q13526; active = well fitted inhibition curve with a large enough effect in the polarisation, with a control signal flat, not every such curve was filed as active; inconclusive = small, poorly fitted or top-dose-only effect, or effect the other way, or a change in a side signal; inactive = no such curve, though single readings can be large or run the other way; the % refers to the polarisation; note: % is set by controls: 0 for no effect and ±100 for the full control effect
Target sequence (Q13526 whole entry, looked up): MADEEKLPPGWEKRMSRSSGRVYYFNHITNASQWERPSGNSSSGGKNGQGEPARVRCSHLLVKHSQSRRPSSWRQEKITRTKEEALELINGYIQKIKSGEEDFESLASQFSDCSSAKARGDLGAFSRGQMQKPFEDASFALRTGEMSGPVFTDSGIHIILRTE
G9a block – G9a (human) methyltransferase inhibition. Q96KQ7. G9a H3K9 monomethylation, AlphaScreen, 2 h. Potency, µM (top dose mostly 102 µM), without a hit: at the top dose activity, negative = inhibition, usual class: inhibitors. 350,000 tested, 8.8% active; note: % is set by controls: 0 for no effect and ±100 for the full control effect; nearly all actives have a fitted effect of over 75% in size
Target sequence (Q96KQ7 913-1193 limits assumed): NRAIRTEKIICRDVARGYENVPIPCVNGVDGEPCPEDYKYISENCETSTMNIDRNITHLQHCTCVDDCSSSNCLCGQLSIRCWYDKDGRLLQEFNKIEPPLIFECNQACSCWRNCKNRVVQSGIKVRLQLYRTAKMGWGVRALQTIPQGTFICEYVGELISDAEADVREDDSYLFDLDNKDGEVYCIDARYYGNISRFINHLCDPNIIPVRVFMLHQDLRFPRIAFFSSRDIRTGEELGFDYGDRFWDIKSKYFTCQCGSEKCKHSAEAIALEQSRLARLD
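Chemiluminescent proximity detection of H3K9 monomethylation, read after 10 min bead incubation in the dark. Reaction: 20 nM G9a, 500 nM biotin-H3K9 peptide, 20 uM SAM cofactor, 2 h, room temperature, following 15 min enzyme-compound preincubation.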
JMJD2A Tudor inh – JMJD2A Tudor domain (human) inhibition | AID 504339 | O75164 | Potency, µM (doses to about 114 µM), without a hit: at the highest dose activity change, negative = inhibition, most hits filed as inhibitors | 390,000 tested, 4.4% active | AlphaScreen JMJD2A-Tudor / H3K4me3 peptide binding; note: % is set by controls: 0 for no effect and ±100 for the full control effect; nearly all actives have a fitted effect of over 50% in size
BLM inh – Bloom syndrome helicase (human) inhibition. P54132. recombinant BLM DNA unwinding, fluorescence dequenching. Potency, µM (highest dose often 56.1 µM), inactives show top-dose activity change, negative = inhibition, usual class: inhibitors. 350,000 tested, 0.2% active;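 note: plate controls were vehicle for no effect and no enzyme for full effect; nearly all actives have a fitted effect of over 35% in size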
BAZ2B inh – BAZ2B (human) inhibition | Potency, µM (top dose mostly 114 µM), for the others: at the highest dose activity change, negative = inhibition, actives largely listed as inhibitors | AID 504333 | AlphaScreen BAZ2B-H3K14Ac peptide displacement | 360,000 tested, 4.4% active; note: % is set by controls: 0 for no effect and ±100 for the full control effect; nearly all actives have a fitted effect of over 60% in size
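BAZ2B 50 nM plus b-H3(5-23)K14Ac 50 nM, PBS pH 7.4/0.01% Tween-20, 30 min RT; compound added (max 110 uM), 30 min RT; streptavidin donor/Ni-chelate acceptor beads 10 ug/mL final, 20 min dark; AlphaScreen read.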
An asterisk follows results filed as active; i = inactive; ? = inconclusive; . = not tested or not shown; [ ] = dose if it differs, or a comment. Unless noted, calls come from the whole dose curve; as a rule, active = well fitted curve in the direction sought with a large enough effect; inconclusive = small, poorly fitted or top-dose-only effect, or another doubt; inactive = no such curve, though single readings can be large; an effect the other way counts as inactive or inconclusive. Potency is the fitted concentration of half-maximal effect. These rows are one share of the data; rates above refer to the full screens.

Results follow in this order: G9a block	Pin1 inh	JMJD2A Tudor inh	GLS inh	PGK inhibitor	BLM inh	HP1b binding inh	BAZ2B inh	Pol iota inh
#1 Cc1ccc(NC(=O)CSCC(=O)NCCc2ccccc2)cc1
  2%[12.7 µM]	-3%	-3%	-1%	-8%	-3%	16%	-1%	25%
#2 Cc1ccc(N(C)S(=O)(=O)c2cccc(C(=O)Nc3ccc(N4CCOCC4)cc3)c2)cc1
  ?	-6%	?	-6%	-7%	.	7%	?	-4%
#3 Cc1cccc(CN2C(=O)/C(=C\c3ccc(C(=O)NCCN4CCOCC4)cc3)Sc3ccccc32)c1
  .	?	?	6%	-7%	-12%	9%	?	9%
#4 CC12CCCc3c(O)cc(=O)n(c31)-c1ccccc12 (stereo not given)
  3%[59 µM]	-2%	-11%	8%	-7%	-1%	6%	1%	3%
#5 CCCCC(=O)N1CCN(c2nc3c(C)c(C)ccc3s2)CC1
  -1%[59 µM]	-4%	14%	-1%	-8%	-4%	67%[activator]	-2%	17%
#6 CN(CC(=O)NCCc1ccc(S(N)(=O)=O)cc1)CC(=O)Nc1cccc(F)c1
  6%	2%	-12%	17%	5%	.	28%	8%	33%[activator]
#7 CC(C(=O)N1c2ccc(F)cc2CCC1C)N1C(=O)c2ccccc2C1=O (stereo not given)
  ?	-7%	12%	-4%	-1%	-7%	54%[activator]	2%	-2%
#8 CCCCOc1c(Cl)cc(C(=O)N(Cc2ccc(C)o2)C2CCS(=O)(=O)C2)cc1Cl (stereo not given)
  -31%[59 µM]	-7%	-30%	-15%	-5%	-13%	-14%	-17%	4%
#9 COc1cc2c(cc1OC)C(c1cccs1)N(C(=O)c1cccc(S(=O)(=O)N(C)C)c1)CC2 (stereo not given)
  50µM*	14%	?	4%	-3%	-11%	4%	-29%	56%[activator]
#10 COc1ccc(N=c2scc(-c3ccc(OC)cc3)n2CCO)cc1
  ?	3%	?	30%[activator]	1%	-7%	?	32µM*	2%
#11 C=CCSc1nc2ccccc2c(=O)n1Cc1ccccc1
  203%[activator]	-2%	144%[activator]	?	-5%	-7%	160%[activator]	184%[activator]	30%
#12 COc1ccc(N2CC(NS(=O)(=O)c3ccc(F)cc3)CC2=O)cc1 (stereo not given)
  -44%	-1%	9%	-11%	-5%	.	41%[activator]	3%	16%
#13 O=C(NCCCN1CCOCC1)c1ccccc1NS(=O)(=O)c1ccc(Br)cc1
  12%	2%	-6%	-14%	6%	-4%	7%	-3%	97%[activator]
#14 O=C(NNC(=O)c1ccncc1)c1ccccc1
  -2%	-1%	-1%	16%	-5%	-5%	-38%	-8%	0%
#15 CC(Nc1c([N+](=O)[O-])c(=O)oc2ccccc12)C(Cl)c1ccccc1 (stereo not given)
  -8%[59 µM]	5%	-36%	13%	-4%	-6%	-16%	-38%	3%
#16 COc1ccc(CCNS(=O)(=O)c2ccc3c(c2)NC(=O)CS3)cc1OC
  68%[activator]	-1%	-9%	-31%	-9%	3%	56%[activator]	-8%	16%
#17 COc1cc(C2NC(=O)NC(C)=C2C(=O)OC2CCCC(C)C2)cc(Br)c1O (stereo not given)
  -10%	-1%	-33%	-1%	-7%	-5%	22%	-11%	-4%
#18 COCCn1cnc2c1c(=O)n(CC#N)c(=O)n2Cc1ccccc1
  -6%	2%	-1%	-10%	-6%	-3%	-24%	-1%	-11%
#19 Clc1ncccc1-c1nnn(-c2ccccc2)n1
  16%[59 µM]	0%	3%	5%	-11%	2%	55%[activator]	14%	29%
#20 CC(Oc1ccccc1)C(=O)Nc1cccc([N+](=O)[O-])c1 (stereo not given)
  -2%	-6%	-9%	-11%	-2%	-2%	33%	-4%	65%[activator]

Among those listed so far, these contain a Cl atom:
Results follow in this order: G9a block	Pin1 inh	JMJD2A Tudor inh	GLS inh	PGK inhibitor	BLM inh	HP1b binding inh	BAZ2B inh	Pol iota inh
#8 CCCCOc1c(Cl)cc(C(=O)N(Cc2ccc(C)o2)C2CCS(=O)(=O)C2)cc1Cl (stereo not given)
  -31%[59 µM]	-7%	-30%	-15%	-5%	-13%	-14%	-17%	4%
#15 CC(Nc1c([N+](=O)[O-])c(=O)oc2ccccc12)C(Cl)c1ccccc1 (stereo not given)
  -8%[59 µM]	5%	-36%	13%	-4%	-6%	-16%	-38%	3%
#19 Clc1ncccc1-c1nnn(-c2ccccc2)n1
  16%[59 µM]	0%	3%	5%	-11%	2%	55%[activator]	14%	29%

Further entries follow:
Results follow in this order: G9a block	Pin1 inh	JMJD2A Tudor inh	GLS inh	PGK inhibitor	BLM inh	HP1b binding inh	BAZ2B inh	Pol iota inh
#21 COc1ccc(O)c(-c2cc(-c3cccs3)[nH]n2)c1
  10%[59 µM]	-1%	16%[11.4 µM]	3%	2%	-12%	-16%	71µM*	-3%
#22 O=C(NN=Cc1cc(Cl)ccc1[N+](=O)[O-])c1ccco1
  .	0%	-8%	-1%	0%	.	29%	.	10%
#23 CCOC(=O)c1ccccc1NC(=O)N1CCCn2nc(C)cc21
  -3%[59 µM]	-4%	-25%	1%	-4%	2%	4%	-15%[57.1 µM]	41%[activator]
#24 O=C(CCc1nc2ccccc2c(=O)[nH]1)OCC(=O)c1ccc(C2CCCCC2)cc1
  2%[59 µM]	-4%	-10%	-6%	i	5%	23%	2%	-16%
#25 CC(=O)Nc1ccc(Nc2nc(-c3cc4ccccc4oc3=O)cs2)cc1
  ?	-1%	-6%	?	-3%	-7%	19%	-18%	145%[activator]
#26 O=C(CC1OC(=O)c2ccccc21)Nc1cc(Cl)ccc1N1CCOCC1 (stereo not given)
  .	-13%	-15%	9%	5%	.	57%[activator]	.	?
#27 Cc1cccc(CC(=O)Nc2ccon2)c1
  14%	7%	6%	4%	5%	-3%	24%	-4%	5%
#28 CCCOc1ccc(-c2nnc(-c3ccncc3)o2)cc1
  4%	14%	-8%	1%	-5%	2%	13%	9%	5%
#29 COc1cccc(/C(O)=C2/C(=O)C(=O)N(CCN(C)C)C2c2ccc(Br)cc2)c1 (stereo not given)
  ?	3%	?	16%	-7%	2%	?	6%	2%
#30 CCN(CC)C(=O)c1cc(Cl)ccc1NC(=O)c1ccco1
  32%[12.7 µM]	-1%	5%[11.4 µM]	2%	-7%	-5%	28%	-13%	15%
#31 Cc1cc(C)c2c(Cn3ccnc3)cc(=O)oc2c1
  19%	1%	5%	3%	.	6%	52%[activator]	-9%	-24%
#32 Cc1c(C(=O)N2CCC(Cc3ccccc3)CC2)cccc1[N+](=O)[O-]
  0%	0%	-28%	-20%	-7%	-6%	27%	-7%	10%
#33 COc1ccc(S(=O)(=O)N(C)CC(=O)NCCC2=CCCCC2)cc1OC
  ?	-1%	-10%	4%	-10%	-2%	5%	-13%	-7%
#34 Cc1ccc2c(c1)c1nnc(SCC(=O)Nc3ccccc3C(F)(F)F)nc1n2CC(=O)O
  -10%	-2%	-5%[57.1 µM]	-14%	i	3%	40%[activator]	-16%	31%[activator]
#35 COc1ccc(S(=O)(=O)N2CCC(C(=O)NCCC(=O)Nc3ccc(Cl)cc3)CC2)cc1
  36%	5%	-8%	8%	2%	-3%	25%	11%	-15%
#36 CC(=O)Nc1cccc(NC(=O)c2cc(-c3cccnc3)nc3ccc(Cl)cc23)c1
  ?	22%	-26%	-13%	-9%	-2%	16%	-36%	92%[activator]
#37 Cc1ccc2cc(C=C(C#N)C#N)c(N3CCCCC3)nc2c1
  45µM*	?	?	36%[activator]	.	-5%	?	?	?
#38 CC(C)CN(C(=O)CN1CCN(c2ccc([N+](=O)[O-])cc2)CC1)c1c(N)n(CC(C)C)c(=O)[nH]c1=O
  3%	-3%	-18%	13%	-8%	-3%	23%	-20%	40%[activator]
#39 COc1ccccc1NS(=O)(=O)c1cc(NC(C)=O)ccc1N1CCCCC1
  8.9µM*	2%	79µM*	5%	4%	-10%	?	.	70%[activator]
#40 O=C(COc1ccccc1Cl)NCCCNC(=O)c1cccnc1
  -3%	3%	-4%	-2%	-4%	-1%	36%[activator]	2%	38%[activator]

The listing continues:
Results follow in this order: G9a block	Pin1 inh	JMJD2A Tudor inh	GLS inh	PGK inhibitor	BLM inh	HP1b binding inh	BAZ2B inh	Pol iota inh
#41 O=Cc1cccn1-c1ncc(Br)cn1
  9%	7%	-4%	0%	-3%	1%	26%	-12%	107%[activator]
#42 CCn1ccnc1CN1CCCC(C(=O)c2ccc3cc(OC)ccc3c2)C1 (stereo not given)
  ?	6%	?	3%	-8%	62%[activator]	-18%	?	44%[activator]
#43 CCOC(=O)c1c(-c2ccc(C)cc2)csc1NC(=O)c1nc(SCC)ncc1Cl
  -6%[59 µM]	27%	-13%	-2%	-3%	-4%	16%	-10%	-13%
#44 O=C(Nc1ccccc1C(=O)OCn1nnc2ccccc2c1=O)c1ccco1
  16%[12.7 µM]	1%	-12%	11%	-5%	-4%	31%	4%	6%

Four records drawn at random from those above:
Results follow in this order: G9a block	Pin1 inh	JMJD2A Tudor inh	GLS inh	PGK inhibitor	BLM inh	HP1b binding inh	BAZ2B inh	Pol iota inh
#41 O=Cc1cccn1-c1ncc(Br)cn1
  9%	7%	-4%	0%	-3%	1%	26%	-12%	107%[activator]
#42 CCn1ccnc1CN1CCCC(C(=O)c2ccc3cc(OC)ccc3c2)C1 (stereo not given)
  ?	6%	?	3%	-8%	62%[activator]	-18%	?	44%[activator]
#43 CCOC(=O)c1c(-c2ccc(C)cc2)csc1NC(=O)c1nc(SCC)ncc1Cl
  -6%[59 µM]	27%	-13%	-2%	-3%	-4%	16%	-10%	-13%
#44 O=C(Nc1ccccc1C(=O)OCn1nnc2ccccc2c1=O)c1ccco1
  16%[12.7 µM]	1%	-12%	11%	-5%	-4%	31%	4%	6%
